HP1b chromo inh: HTS for Inhibitors of HP1-beta Chromodomain Interactions with Methylated Histone Tails; AlphaScreen HP1-beta / biotin-H3K9me3 peptide binding; Potency, µM (highest dose often 114 µM), inactives show at the top dose activity change, negative = inhibition, most hits filed as inhibitors; 0.56% of 390,000 active; AID 540317, 2011; note: potency is the fitted concentration of half-maximal effect; nearly all actives have a fitted effect of over 70% in size; inactives centre near 23
Target sequence (P83916 whole entry, looked up): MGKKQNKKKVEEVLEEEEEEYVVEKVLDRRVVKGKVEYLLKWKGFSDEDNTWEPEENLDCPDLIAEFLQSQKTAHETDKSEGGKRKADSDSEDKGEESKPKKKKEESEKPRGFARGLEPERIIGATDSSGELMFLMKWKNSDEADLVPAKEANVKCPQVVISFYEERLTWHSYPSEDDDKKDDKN
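AlphaScreen: HP1-beta (50 nM) preformed 30 min with biotin-H3(1-18)K9me3 peptide (50 nM) in PBS pH 7.4, 0.01% Tween-20. Compound added for 30 min at RT, then streptavidin donor/nickel chelate acceptor beads (10 ug/mL) for 30 min.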
RGS4 inh: Inhibitors of Regulator of G Protein Signaling (RGS) 4: qHTS; Regulator of G-protein signaling 4 (Homo sapiens), P49798; AID 504845, 2011; Transcreener GDP fluorescence polarization, RGS4-accelerated GTP hydrolysis; Potency, µM (series often up to 114 µM), for inactives: top-dose activity change, negative = inhibition, hits mostly inhibitors; 0.039% of 390,000 active; note: potency is the fitted concentration of half-maximal effect; % is set by controls: 0 for no effect and ±100 for the full control effect; nearly all actives have a fitted effect of over 75% in size; some results filed as inactive show a strong effect at the top dose
Target sequence (P49798 whole entry, looked up): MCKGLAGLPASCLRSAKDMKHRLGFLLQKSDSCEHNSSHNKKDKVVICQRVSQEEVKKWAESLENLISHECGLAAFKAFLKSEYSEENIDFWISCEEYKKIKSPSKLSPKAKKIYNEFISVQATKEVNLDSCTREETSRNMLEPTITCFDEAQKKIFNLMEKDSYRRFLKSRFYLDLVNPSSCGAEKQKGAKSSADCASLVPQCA
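MLSMR compounds (23 nl, pin-transferred) preincubated 10 min at room temperature with a 500nM (2x) first reagent, then RGS4 at 900nM (2x) plus Transcreener GDP mix added; fluorescence polarization (620/688 nm) read before and after 90 min at 30 °C.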
BAZ2B block: qHTS Assay for Inhibitors of BAZ2B; AID 504333, 2011; 4.4% of 360,000 active; Bromodomain adjacent to zinc finger domain protein 2B (Homo sapiens), Q9UIF8; Potency, µM (highest dose often 114 µM), for the others: at the top dose activity change, negative = inhibition, hits mostly inhibitors; AlphaScreen BAZ2B-H3K14Ac peptide displacement; note: potency is the fitted concentration of half-maximal effect; % is set by controls: 0 for no effect and ±100 for the full control effect; nearly all actives have a fitted effect of over 60% in size
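Complex of BAZ2B and biotin-H3K14Ac (50 nM apiece) forms over 30 min at RT, then faces library compounds up to 110 uM for another 30 min; AlphaScreen beads added, 20 min dark incubation, luminescence read.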
G9a block: qHTS Assay for Inhibitors of Histone Lysine Methyltransferase G9a; AID 504332, 2011; Histone-lysine N-methyltransferase EHMT2 (Homo sapiens), Q96KQ7; Potency, µM (doses to about 102 µM), for inactives: top-dose activity, negative = inhibition, usual class: inhibitors; 8.8% of 350,000 active; G9a H3K9 monomethylation, AlphaScreen, 2 h; note: potency is the fitted concentration of half-maximal effect; % is set by controls: 0 for no effect and ±100 for the full control effect; nearly all actives have a fitted effect of over 75% in size
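Chemiluminescent proximity detection of H3K9 monomethylation, read after 10 min bead incubation in the dark. Reaction: 20 nM G9a, 500 nM biotin-H3K9 peptide, 20 uM SAM cofactor, 2 h, room temperature, following 15 min enzyme-compound preincubation.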
PI4K2A block: qHTS for small molecular inhibitors of PI4K2A | Phosphatidylinositol 4-kinase type 2-alpha (Homo sapiens), Q9BTU6 | AID 1346378, 2018 | activity change, negative = inhibition, % at 76.9 µM | 0.13% of 420,000 active | purified PI4K2A, ADP-Glo luminescence, 1 h; hits give low values; in the data active = activity change below about -50%; inconclusive = mostly about -30% to -49%;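 note: -100% = wells without enzyme as full effect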
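PI4K2A activity was measured by ADP-Glo luminescence: enzyme (4 ug/mL stock) and phosphatidylinositol (1.2 mM stock) in Tris pH 7.5/MgCl2/EGTA/Triton X-100 buffer were reacted with ATP (300 microM stock) for one hour at ambient temperature.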
JMJD2A Tudor: qHTS Assay for Inhibitors of JMJD2A-Tudor Domain; AlphaScreen JMJD2A-Tudor / H3K4me3 peptide binding; Lysine-specific demethylase 4A (Homo sapiens), O75164; 4.4% of 390,000 active; AID 504339, 2011; Potency, µM (titrated, usually from 114 µM), for inactives: top-dose activity change, negative = inhibition, hits mostly inhibitors; note: potency is the fitted concentration of half-maximal effect; % is set by controls: 0 for no effect and ±100 for the full control effect; nearly all actives have a fitted effect of over 50% in size
GLS inhibitor: qHTS for Inhibitors of Glutaminase (GLS); 0.21% of 410,000 active; Potency, µM (series often up to 45.5 µM), inactives show top-dose activity change, negative = inhibition, most hits filed as inhibitors; AID 624170, 2012; GLS enzymatic activity, qHTS titration; note: potency is the fitted concentration of half-maximal effect; % is set by controls: 0 for no effect and ±100 for the full control effect
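Assay buffer: 45 mM KH2PO4 pH 8.2, 0.02% Tween-20. hKGA acts on L-glutamine (1 mM solution added); product glutamate is reported by an oxidase/peroxidase Amplex Red coupling, with fluorescence taken at baseline and 30 min.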
ERG-DNA inh: qHTS for Small Molecule Inhibitors of the ERG Ets/DNA interaction; fluorescence polarization, His-ERG Ets domain / labelled DNA; Potency, µM (doses to about 76.9 µM), for the others: at the top dose FP activity, negative = inhibition, actives largely listed as inhibitors; 0.028% of 370,000 active; Transcriptional regulator ERG (Homo sapiens), P11308; AID 624246, 2012; active = well fitted inhibition curve with a large enough effect in the polarisation, with a control signal flat; inconclusive = small, poorly fitted or top-dose-only effect, or effect the other way, or a change in a side signal; inactive = no such curve, though single readings can be large or run the other way; the % refers to the polarisation;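 note: polarization taken with two DNA probes labelled with fluorescein and Texas red; potency is the fitted concentration of half-maximal effect; % of control where 0% means no effect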
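His-tagged ERG Ets domain (1 uM in the protein solution; 300mM KCl, 50mM Tris-HCl, 1mM EDTA, 1mM DTT, pH 7.5) received compound, then a probe mix of 5 nM fluorescein-DNA and 100nM Texas-615-DNA. Fluorescence polarization was read for both dyes.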
ALOX12 inh: Primary qHTS assay for inhibitors of human arachidonate 12S-lipoxygenase (ALOX12): Round 2 | Polyunsaturated fatty acid lipoxygenase ALOX12 (Homo sapiens), P18054 | purified 12hLO, xylenol orange hydroperoxide absorbance | Potency, µM (doses to about 108 µM), for inactives: at the top dose activity change, negative = inhibition, actives largely listed as inhibitors | 1.1% of 580,000 active | AID 1671190, 2021; note: potency is the fitted concentration of half-maximal effect; % is set by controls: 0 for no effect and ±100 for the full control effect
Target sequence (P18054 whole entry, looked up): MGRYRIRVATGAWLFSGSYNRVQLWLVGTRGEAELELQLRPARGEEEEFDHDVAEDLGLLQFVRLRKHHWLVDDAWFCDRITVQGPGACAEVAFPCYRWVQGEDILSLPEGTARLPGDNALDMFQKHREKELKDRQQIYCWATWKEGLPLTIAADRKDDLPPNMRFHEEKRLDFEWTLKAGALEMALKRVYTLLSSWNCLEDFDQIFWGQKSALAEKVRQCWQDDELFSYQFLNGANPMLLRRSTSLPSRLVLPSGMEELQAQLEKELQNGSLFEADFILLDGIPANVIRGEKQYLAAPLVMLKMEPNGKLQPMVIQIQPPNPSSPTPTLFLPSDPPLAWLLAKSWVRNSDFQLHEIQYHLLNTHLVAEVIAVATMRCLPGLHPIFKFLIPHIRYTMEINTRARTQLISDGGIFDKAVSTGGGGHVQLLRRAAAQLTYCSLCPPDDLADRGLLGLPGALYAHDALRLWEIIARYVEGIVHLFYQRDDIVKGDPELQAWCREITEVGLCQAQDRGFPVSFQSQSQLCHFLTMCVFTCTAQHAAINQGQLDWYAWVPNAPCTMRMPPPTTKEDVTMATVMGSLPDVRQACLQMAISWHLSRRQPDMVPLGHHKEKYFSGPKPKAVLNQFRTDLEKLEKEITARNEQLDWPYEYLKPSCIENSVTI
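Hydroperoxide product was detected by ferrous iron/xylenol orange as the 573 to 405 nm absorbance ratio. Arachidonic acid at 40 uM (final) was turned over for 30 min at room temperature by 150 nM human 12hLO, pH 7.0 Hepes buffer, after 15 min compound preincubation.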
* hit, by the source's call; ? = inconclusive; · = no result given; & = joins results of further samples; [ ] = another dose, or the depositor's remark. Unless noted, calls come from the whole dose curve; as a rule, active = well fitted curve in the direction sought with a large enough effect; inconclusive = small, poorly fitted or top-dose-only effect, or another doubt; inactive = no such curve, though single readings can be large; an effect the other way counts as inactive or inconclusive.

SMILES | HP1b chromo inh | RGS4 inh | BAZ2B block | G9a block | PI4K2A block | JMJD2A Tudor | GLS inhibitor | ERG-DNA inh | ALOX12 inh
CCc1ccccc1NC(=O)NNC(=O)CCc1ccccc1 | 33% | 25% | -19% | 16% | 2 | -11% | 8% | 6% | 491%[activator]
O=C(Nc1ccc(F)c(F)c1)c1ccc(F)c(S(=O)(=O)N2CCC3(CC2)OCCO3)c1 | 17%&48% | -3%&-7% | -1%&2% | 7% | 2&-6 | -10%&-19% | 0%&1% | -6%&-3% | -9%&1%
C/C=C/c1ccc(OCC(O)CN2CCCCCCC2)c(OC)c1 (stereo not drawn) | ? | -14% | ? | 20µM* | -2 | 3.2µM* | -15% | -22% | -17%
CN1CCCN(C(=O)c2ccc(Cl)cc2)CC1 | 32% | -12% | -1% | · | 1 | -4% | -4% | -2% | -6%
COc1ccc(/C=N/NC(=O)c2ccc(Cl)c(S(N)(=O)=O)c2)cc1OCC(N)=O | 12% | 29% | -8% | 10% | 3 | -13% | ? | -3% | 1%
Cc1cc(C)nc(SCc2nnc(SCC(=O)OC3CCCCC3)o2)n1 | 90%[activator] | -7%[56.9 µM] | 29% | 4%[59 µM] | 3 | -5%[57.1 µM] | -13% | -2% | -7%
CCOC(=O)c1cc(S(=O)(=O)NCc2ccco2)cn1C | 23% | 21% | -38% | -1% | 2 | -3% | 1% | 4% | 12%
CCn1ncc(Br)c1C(=O)Nc1ccccc1OC | 27% | -41% | 9% | 6% | 3 | 56µM* | -6% | 3% | -5%
CCOc1ccccc1C1NC(=O)NC(C)=C1C(=O)OC1CCCC1C (stereo not drawn) | 26% | -12% | -3% | 9%[12.7 µM] | 0 | -16% | -4% | -1% | 0%
CCOc1cc(/C=C2/N=C(c3ccc4c(c3)OCO4)OC2=O)ccc1OC(C)=O | 64%[activator] | -5% | 18% | -3%[12.7 µM] | -3 | -9% | 2% | -1% | ?
c1ccc(-c2ccccc2OCCN2CCCC2)cc1 | ? | -20% | 56µM* | 7.9µM* | 12 | 22µM* | 8% | -5% | ?
CCCCC(=O)N1CCc2cc(OC)c(OC)cc2C1COc1ccc(C(=O)OCC)cc1 (stereo not drawn) | 22% | -3% | -16% | -5%[59 µM] | -1 | -22% | 0% | -1% | 9%
COc1cc(C(=O)N2CCSCC2)ccc1OC1CCN(C(C)=O)CC1 | 44%[activator] | -5% | -4% | 8% | -2 | -3% | -2% | 8% | 1%
C=CC[n+]1c(-c2ccc(OC)cc2)csc1NNC(=O)Nc1ccccc1 | -34% | -39% | 10µM* | 14µM* | 0 | 50µM* | 10% | · | ?
COc1cc(OC)c(NC(=O)CCNS(=O)(=O)c2ccc3c(c2)oc(=O)n3C)cc1Cl | ? | 7%[56.9 µM] | -7%&-2% | 21% | 1&2 | -7%&-6% | -14%&2% | -4%&-1% | 2%&-9%
COc1cc2[nH]c(=S)nc(NCc3cccnc3)c2cc1OC | 64%[activator] | -28% | -18% | 45µM* | -1 | -5% | 0% | -3% | 0%
CCS(=O)(=O)NCC(c1cccnc1)N1CCN(c2ccccc2OC)CC1 (stereo not drawn) | 45%[activator] | -12% | 1% | ? | 6 | -15% | 43%[activator] | 27% | -1%
CC(C)CCn1c(SCc2ccc(F)cc2Cl)nc2ccsc2c1=O | 88%[activator] | 8% | 4% | -4%[59 µM] | -1 | 27% | 9% | -3% | 0%
O=C(O)Cc1ccc(NS(=O)(=O)c2ccc3ccccc3c2)cc1 | 34% | 21% | -2% | -9% | -2 | -5% | -2% | -22% | 0%
CN(C)Cc1cc(C(C)(C)C)c(O)c(C(C)(C)C)c1 | -11% | 1%[11.4 µM] | -9% | 50µM* | -1 | -18%[11.4 µM] | -2% | 6% | 0%
CC(Oc1ccc2c(-c3ccccc3)cc(=O)oc2c1)C(=O)NC(Cc1c[nH]c2ccccc12)C(=O)O (stereo not drawn) | -7% | -5% | · | · | ? | -28% | 17% | 2% | -2%
COc1ccc(CCC(=O)O)cc1OC | 45%[activator] | 4% | -2% | 7% | 6 | -7% | 11% | 1% | 1%
COCCNc1nc(-c2cc(C)c(C)cc2C)cs1 | -15% | -17% | ? | ? | -3 | ? | 13µM* | 16% | -18%
CN(C)S(=O)(=O)c1cccc(NC(=O)c2cc(=O)[nH]c3ccccc23)c1 | 41%[activator] | -11% | -13% | 28%[12.7 µM] | -3 | 6% | -1% | 7% | -11%
CCOC(=O)c1ccc(-n2c(O)c(/C=N/NC(=O)C3COc4ccccc4O3)c3ccccc3c2=O)cc1 (stereo not drawn) | -13% | -2% | ? | 16%[59 µM] | -3 | ? | 13% | 7% | -12%
COc1cc(C(C[N+](=O)[O-])c2c(N)n(C)c(=O)n(C)c2=O)ccc1O (stereo not drawn) | -4% | -3% | -27% | 50µM* | 1 | -9% | ? | -3% | -1%
CCOC(=O)c1cc(C)n(CC2CCC(C(=O)Nc3ccc(C(C)=O)cc3)CC2)c1C (stereo not drawn) | 36% | 10% | -16% | -8%[59 µM] | -9 | -8% | 7% | -4% | ?
COc1ccccc1Oc1c(C)oc2c(CN3CCOCC3)c(O)ccc2c1=O | 26% | -15% | 15% | 6% | -4 | 2% | -9% | -7% | -11%
CCOc1ccc(C2=Nc3ccc(Br)cc3C(c3ccc(N4CCOCC4)cc3)=NN2)cc1 | 4% | -14% | -3% | 45µM* | -1 | -19% | 4% | 11% | 23%
C[C@@H](NC(=O)c1nc[nH]c1C(=O)N(C)Cc1ccccc1)c1ccccc1 | 38% | 11% | -12% | 2%[2.33 µM] | 0 | -13% | 4% | -3% | 3%
O=C(c1cnc(N2CCOCC2)c2ccccc12)N1CCN(c2ccc(F)cc2)CC1 | 22%[57 µM] | -19% | -12% | 7%[59 µM] | 1 | -4% | 7% | 4% | -21%
CCc1ccc(NC(=O)CCn2cnc3ccccc3c2=O)cc1 | -9%[57 µM] | 5% | -28% | -30%[59 µM] | -4 | 79µM* | -9% | 7% | ?
COC(=O)N[C@@H]1C[C@H]2[C@@H]3CC[C@H]4C[C@@H](OC)CC[C@]4(C)[C@H]3CC[C@@]12C | 10% | 6% | 4% | -6%[0.501 µM] | 5 | -22% | 6% | 4% | -37%
O=C(CCc1nc2ccccc2c(=O)[nH]1)Nc1ccc(Cl)c(Cl)c1 | -5% | 32% | -9% | -5% | -1 | -11% | -1% | -19% | ?
COc1ccc(C2CC(C(F)(F)F)n3ncc(C(=O)Nc4c(C)n(C)n(-c5ccccc5)c4=O)c3N2)cc1 (stereo not drawn) | 13% | 10% | -4% | -11%[59 µM] | -2 | -10% | ? | · | 16%
N/C(Cc1ccc([N+](=O)[O-])cc1)=N\OC(=O)c1ccccc1Br | 24% | -1% | -29% | ? | 2 | -13% | 7% | -4% | 1%
Cc1ccc(Cl)cc1N1CCN(S(=O)(=O)c2ccc3[nH]c(=O)c(=O)[nH]c3c2)CC1 | 7% | -7% | · | -34% | 1 | ? | 6% | -2% | -23%
COCc1nnc(NC(=O)c2sc3ccccc3c2Cl)s1 | -11% | -31% | -37% | ? | 0 | -10% | 1% | -8% | -8%
Cc1ccc(C(=O)CSc2ccc(-c3ccccc3)nn2)cc1 | 48% | 20% | 8% | ? | 5 | 8% | 6% | -8% | 22%
CCN1C[C@@H]2[C@@H]3C(=O)N(Cc4ccccc4)C(=O)[C@@H]3[C@](Cc3ccccc3)(C1=O)N2C(=O)c1ccc(C(F)(F)F)cc1 | 23% | 4% | · | · | 3 | -28% | 2% | 24% | 2%
COC(=O)c1cc(NC(=O)c2cc3ccccc3o2)cc(C(=O)OC)c1 | 28% | -22% | -3% | · | 1 | 10% | -2% | -6% | -12%
Cc1ccc(N(CC(=O)NC2CCCCC2)C(=O)CCC(=O)Nc2nccs2)cc1 | 27% | -15% | 1% | 18% | -2 | -17% | 8% | 0% | 4%
Brc1ccc2ncnc(NCc3cccnc3)c2c1 | 17% | -3% | -8% | 10% | 5 | -14% | -11% | 9% | 14%
CCCCNC(=O)c1ccc2c(OCC)n(CCCC)nc2c1 | 37% | 4% | -22% | -3%[12.7 µM] | -3 | -9% | 6% | -6% | -8%

Bioassay records from PubChem.

The list is partial; the hit share may differ from the screen's.
